# High-throughput results from PubChem BioAssay.
# aGal spleen mod: inhibitors or activators of human alpha-galactosidase in spleen homogenate; P06280; human spleen homogenate, 4MU-alpha-Gal fluorescence, 40 min; Potency, µM (titrated, usually from 80 µM), for inactives: at the top dose activity change, negative = inhibition, usual class: inhibitors; 240,000 compounds, 0.008% hits; AID 2107;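 further: 0% = enzyme with vehicle and -100% = no enzyme basal signal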
#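 Human spleen homogenate (1 ug) was the enzyme source, with 4-methylumbelliferyl-alpha-D-galactopyranoside (1 mM final) in pH 5.0 citrate buffer with 0.01% Tween-20. Compounds were titrated; after 40 min at 37C, NaOH/glycine stop, 4-MU fluorescence read; AC50 from Hill fits.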
# Epigenetic derep: regulators of epigenetic silencing causing reporter derepression in mouse cells; Potency, µM (highest dose often 53.9 µM), for the others: at the highest dose GFP activation, hits mostly activators; AID 1865; murine LDR cells, GFP reporter derepression, 30 h; 280,000 compounds, 0.2% hits; further: % of control where 0% means no effect; nearly all actives have a fitted effect of over 60% in size
#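 Derepression of a silenced CMV-GFP reporter in murine LDR cells is scored by enumerating GFP-positive cells with a laser-scanning microplate cytometer after 30 hours of treatment at 37 C.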
# Tau fluor counter: counter-screen for tau fibril formation inhibitors; 280,000 compounds, 0.93% hits; Potency, µM (series often up to 57.7 µM), for the others: at the top dose activity change, negative = decrease; tau K18 P301L Alexa594 fluorescence, heparin fibrillization; further: on the % scale 0 is the no-effect control and ±100 the full control effect; nearly all actives have a fitted effect of over 55% in size
#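 Human tau K18 P301L (15 uM unlabeled, 0.24 uM Alexa 594-labeled) in 100 mM sodium acetate pH 7 with 20 uM heparin, 6 hr at 37 C. ThT 30 uM added, 1 hr ambient; Alexa 594 FP and total fluorescence read at 555/632 nm.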
# GAA glycogen mod: inhibitors or activators of human alpha-glucosidase glycogen cleavage | 300,000 compounds, 0.38% hits | Potency, µM (titrated, usually from 76.4 µM), for inactives: at the highest dose activity change, negative = inhibition, hits mostly inhibitors | recombinant GAA, glycogen substrate, Amplex Red glucose oxidase fluorescence | P10253;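 further: 0% = full enzyme reaction and -100% = no-enzyme basal signal; the screen sought inhibitors and activators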
#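 Recombinant human alpha-glucosidase (4 nM final) hydrolysed bovine liver glycogen (30 ug) for 40 min at 37 C in pH 5.0 citrate/phosphate with 0.01% Tween-20. Released glucose detected by glucose oxidase/Amplex Red, Ex 573/Em 610 nm. Compounds up to 77 uM; AC50 from Hill fits.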
# ALDH1A1 inh: blocks purified human ALDH1A1 activity; P00352; Purified ALDH1A1, NADH fluorescence, propionaldehyde substrate; Potency, µM (highest dose often 75.3 µM), for inactives: at the top dose activity, negative = inhibition, hits mostly inhibitors; 220,000 compounds, 7.3% hits; active means well fitted inhibition curve with a large enough effect, not every such curve was filed as active; inconclusive means small, poorly fitted or top-dose-only effect, or another doubt; inactive means no such curve, though single readings can be large or run the other way;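 further: plate controls were no enzyme wells and a reference inhibitor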
# Target sequence (P00352 whole entry, looked up): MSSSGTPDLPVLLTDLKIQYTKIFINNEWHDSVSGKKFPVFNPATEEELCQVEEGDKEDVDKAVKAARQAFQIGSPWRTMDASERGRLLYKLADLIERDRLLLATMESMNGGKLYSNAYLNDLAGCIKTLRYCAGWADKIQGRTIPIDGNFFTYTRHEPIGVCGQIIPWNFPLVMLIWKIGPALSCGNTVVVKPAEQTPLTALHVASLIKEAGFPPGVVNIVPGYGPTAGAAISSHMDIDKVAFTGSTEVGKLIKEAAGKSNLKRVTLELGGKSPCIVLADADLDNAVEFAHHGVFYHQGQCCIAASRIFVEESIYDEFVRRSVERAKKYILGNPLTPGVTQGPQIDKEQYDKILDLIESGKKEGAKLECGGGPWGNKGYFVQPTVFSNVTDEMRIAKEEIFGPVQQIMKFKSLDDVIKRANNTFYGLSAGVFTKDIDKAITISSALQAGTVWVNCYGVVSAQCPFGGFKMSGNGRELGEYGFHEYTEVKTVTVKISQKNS
# GAA spleen mod: inhibitors or activators of human alpha-glucosidase in spleen homogenate. Potency, µM (titrated, usually from 79.9 µM), without a hit: at the highest dose activity change, negative = inhibition, most hits filed as inhibitors. human spleen homogenate, 4-MU-alpha-glucoside fluorescence. AID 2112. 240,000 compounds, 0.006% hits;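 further: 0% = enzyme with vehicle and -100% = no enzyme basal signal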
#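 Human spleen homogenate (1 ug) incubated with compounds and 1 mM 4-methylumbelliferyl-alpha-D-glucopyranoside in pH 5.0 citrate/phosphate buffer, 37 C, 40 min. Stopped at pH 10; 4-MU fluorescence (Ex 365/Em 440 nm); AC50 by Hill fit.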
# GAA inh: inhibitors of human lysosomal alpha-glucosidase; P10253; purified human GAA, 4-MU-alpha-glucoside fluorescence; Potency, µM (titrated, usually from 76.9 µM), inactives show at the top dose activity change, negative = inhibition, usual class: inhibitors; 200,000 compounds, 0.005% hits;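 further: plate controls were uninhibited enzyme wells for no effect and no-enzyme background for full effect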
#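 Fluorogenic assay: 4 nM human alpha-glucosidase with 400 uM 4-methylumbelliferyl-alpha-D-pyranoside in 50 mM citrate/phosphate, 0.005% Tween-20, pH 5.0, 20 min at room temperature. Compounds tested up to 77 uM; AC50 from Hill fits.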
# NPSR antagonist: neuropeptide S receptor (human) antagonism, cAMP; Q6W5P4; CHO-NPSR cells, cAMP TR-FRET, antagonist mode; Potency, µM (top dose mostly 38.3 µM), inactives show at the highest dose activity change, negative = inhibition, usual class: inhibitors; 220,000 compounds, 1% hits; further: on the % scale 0 is the no-effect control and ±100 the full control effect; nearly all actives have a fitted effect of over 50% in size; many of its hits are not listed in these tables
# Target sequence (Q6W5P4 whole entry, looked up): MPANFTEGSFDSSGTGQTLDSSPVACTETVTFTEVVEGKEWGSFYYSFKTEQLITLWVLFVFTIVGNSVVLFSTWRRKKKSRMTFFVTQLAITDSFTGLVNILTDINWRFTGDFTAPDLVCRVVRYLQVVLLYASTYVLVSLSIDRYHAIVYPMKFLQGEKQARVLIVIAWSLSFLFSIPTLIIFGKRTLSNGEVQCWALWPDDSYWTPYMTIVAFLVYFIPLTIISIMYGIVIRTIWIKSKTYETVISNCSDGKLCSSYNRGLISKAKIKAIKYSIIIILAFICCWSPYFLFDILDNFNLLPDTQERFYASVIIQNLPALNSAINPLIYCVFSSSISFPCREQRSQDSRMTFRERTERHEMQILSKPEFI
# * hit, by the source's call; ? = inconclusive; · = no result given; [ ] = remark or other dose. Unless noted, the call rests on the fitted dose curve; in most records, active means well fitted curve in the direction sought with a large enough effect; inconclusive means small, poorly fitted or top-dose-only effect, or another doubt; inactive means no such curve, though single readings can be large; an effect the other way counts as inactive or inconclusive. Potency means the concentration at half of the fitted maximal effect.
SMILES,aGal spleen mod,Epigenetic derep,Tau fluor counter,GAA glycogen mod,ALDH1A1 inh,GAA spleen mod,GAA inh,NPSR antagonist
CN(C)CCOc1cc(Cl)cc(Cl)c1,-12%,-1.2%,3%,-8%,10%,6%,·,-14%
CCOC(=O)N1CCN(C(=O)c2ccc(S(=O)(=O)c3ccc(C)cc3)c(NC(C)=O)c2)CC1,7%,-0.9%,2%,9%,7%,-7%,-5%,1%[46.1 µM]
Cc1nn(-c2ccccc2)c(C)c1/C=N/NC(=O)CSc1nnc(SCc2ccccc2Cl)s1,-9%,0.0%,-11%,-2%,-1%,3%,2%,-13%
COc1ccccc1NC(=S)NC(=O)C1CC1,-9%,-0.1%,-2%,1%,3%,-11%,0%,4%
CCOC(=O)N1CCN(c2c(N3CCc4ccccc4C3)c(=O)c2=O)CC1,-2%,1.3%,5%,3%,?,1%,2%,-12%[46.1 µM]
O=C(c1c(F)cccc1F)N(Cc1cccs1)C1CCCC1,0%,0.0%,-8%,-3%,-3%,2%,8%,-26%
O=C(O)c1ccc(/C=N/NC(=S)NC2CCCCC2)cc1,5%,-1.5%,-1%,-7%,6%,-3%,8%,-2%
Cc1ccc(OC(=O)c2ccccc2P(=O)(O)O)cc1,5%,-5.1%,-6%,4%,3%,8%,2%,19%[46.1 µM]
O=C1CC(c2ccccc2)Cc2nc3nc(C(F)(F)F)nn3cc21 (stereo unspecified),-6%,7.4%,-14%,-15%,?,-14%,?,15%[46.1 µM]
CC(C)(C)c1cc(OS(C)(=O)=O)ccc1O,3%,-1.1%,-12%,-8%,?,-10%,-11%,0%
CCOC(=O)C1(C)C=C(Nc2cccc(OC)c2)C(=O)N1c1ccccc1 (stereo unspecified),-2%,-1.1%,-30%,-1%,·,-3%,·,?
O=C(COC(=O)c1cccnc1Cl)Nc1ccc2c(c1)OCCO2,-2%,-1.9%,-1%,5%,-7%,3%,-8%,5%
COC(=O)c1cc2c(=O)n3cccc(C)c3nc2n(Cc2cccnc2)c1=N,6%,-1.0%,-7%,7%,?,1%,-4%,3%[46.1 µM]
O=C(CC(C(=O)O)C1CCCO1)NCc1ccccc1 (stereo unspecified),-10%,0.0%,-1%,-2%,-1%,-3%,2%,0%[46.1 µM]
Cc1cc(-c2nnc3n2N=C(c2ccc(F)cc2)CS3)n[nH]1,-5%,-0.2%,3%,-12%,-5%,-10%,-2%,-14%
CC1CCN(C(=O)c2ccc(CSc3ccc(Cl)cc3)cc2)CC1,2%,0.0%,-8%,3%,?,-3%,1%,-41%
O=C(NCC(c1ccc(F)cc1)N1CCOCC1)c1cccc(Br)c1 (stereo unspecified),-2%,-1.8%,-7%,2%,7%,2%,0%,-12%
O=C(c1cccc(-c2nnc(-c3ccccc3)o2)c1)N1CCCCC1,-2%,-0.8%,2%,-5%,?,2%,-1%,-19%[46.1 µM]
Cc1ccc(S(=O)(=O)N(C)C)cc1NC(=O)COC(=O)/C(=C/c1ccc(F)cc1)c1cccs1,-11%,-1.8%,?,-4%,?,-13%,-10%,-25%
COc1ccc(/C=C(\C#N)C(=O)OCC(=O)Nc2ccc(-c3nc4ccc(C)cc4s3)cc2)cc1,4%,0.4%,-22%,17%,?,3%,6%,-7%
COCCC(=O)N1CCc2c([nH]c3ccccc23)C1C(C)(C)C (stereo unspecified),9%,1.7%,-10%,-1%,2%,-1%,1%,1%
COc1ccc(C2=NN(C(=O)CSc3nnc(C)c(=O)n3N)C(c3ccco3)C2)cc1 (stereo unspecified),-15%,-1.4%,-1%,4%,-3%,-19%,-4%,-5%
COc1ccc(C(=O)NNC(=O)c2ccncc2)cc1,-4%,-1.0%,1%,1%,-5%,-3%,6%,22%
COc1ccc(C(=O)NCc2nnc(SCC(=O)N3CCc4ccccc43)n2CCc2ccccc2)cc1,-1%,1.0%,?,6%,0.63µM*,-1%,-13%,-4%
COC(=O)c1cc(OC)c(OC)cc1NC(=O)c1ccc(C)o1,-8%,-0.2%,1%,-17%,?,0%,1%,-21%[46.1 µM]
O=C(Cn1nnc2ccccc2c1=O)NCCc1ccc(F)cc1,2%,-1.3%,9%,1%,5%,0%,6%,18%
CCCNC(=O)c1cccc(Br)c1,3%,3.4%,-3%,1%,-10%,·,-3%,11%
CCOc1ccc(/C=N/Nc2cc(=O)n(C)c(=O)n2C)cc1,-1%,1.1%,-3%,-9%,?,0%,-1%,7%
Cc1csc2nc(CNC(=O)C3CC=CCC3C(=O)O)cn12 (stereo unspecified),1%,0.8%,-1%,5%,-6%,0%,1%,-17%[46.1 µM]
C=CCC(Nc1ccc(OC)cc1)C(=O)OCC (stereo unspecified),8%,-1.1%,3%,·,6%,-1%,·,·
COc1ccc(N2CCN(S(=O)(=O)c3cccc(C(F)(F)F)c3)CC2)cc1,5%,-0.8%,-12%,2%,2%,-3%,3%,-6%[46.1 µM]
Cc1ccc(NCc2ccccc2O)cc1,-4%,-1.0%,?,-22%,11%,-9%,0%,-11%[46.1 µM]
Cc1ccccc1CSc1nc2ccccc2c(=O)[nH]1,14%,1.1%,-3%,3%,5%,-7%,-4%,7%
Cc1ccc(C(=O)C2CCN(C(=S)NCC3CCCO3)CC2)cc1 (stereo unspecified),9%,3.0%,-2%,-1%,?,4%,15%,-11%
Cc1csc(NC(=O)CSc2nnc(NC(=O)COc3ccc(Cl)cc3)s2)n1,4%,-1.3%,-3%,4%,?,0%,-3%,9%
O=C(CCl)N(c1ccccc1)c1c[nH]c2ccccc12,5%,-1.0%,-10%,8%,?,2%,0%,-29%[46.1 µM]
Cc1cccc([C@H]2[C@@H]3C=CC(C)C[C@@H]3C(=O)N2Cc2ccccc2)c1 (stereo partly specified),10%[119 µM],0.0%,-14%[81.3 µM],·,?,-4%[119 µM],·,·
COc1ccccc1NC(=O)C(=O)NCc1ccccc1Cl,-14%,0.0%,17%,3%,6%,-2%,-1%,-3%
Cc1cc2c(OCC(O)CNC(C)(C)C)cccc2[nH]1 (stereo unspecified),-3%,-3.2%,-14%,-19%,9%,-6%,-15%,-21%[46.1 µM]
CC(O)CNc1nc2c(c(=O)n(C)c(=O)n2C)n1CCc1ccccc1 (stereo unspecified),1%,0.0%,8%,4%,3%,-3%,-2%,-6%[46.1 µM]
CSC1=C(C#N)C(c2ccccc2Cl)C(C(=O)c2cccs2)C(O)(C(F)(F)F)N1 (stereo unspecified),3%,1.0%,-23%,10%,-8%,-2%,?,-14%
COC(=O)c1ccc(N2CCOCC2)c(NC(=O)Nc2cccc(OC)c2)c1,-6%,-1.0%,-26%,6%,25µM*,-5%,2%,-2%
CCC(=O)c1ccc(N2CCCCC2)c(F)c1,-3%,1.0%,-4%,17%,3%,0%,?,-8%
O=C(Cn1cnnn1)Nc1ccccc1Cc1ccccc1,11%,12%,-1%,5%,1%,-1%,-12%,-10%[46.1 µM]
COc1ccc(CCn2c(=N)c(C(=O)N3CCN(C)CC3)cc3c(=O)n4ccccc4nc32)cc1,0%,1.7%,-9%,10%,?,-2%,0%[15.4 µM],0%[46.1 µM]
CCC(C(=O)Nc1cc(C(=O)O)ccc1C)c1ccccc1 (stereo unspecified),-3%,-0.1%,1%,6%,9%,-2%,3%,-4%
COc1ccccc1CN1CC(C(=O)NC2CCCCC2)CC1=O (stereo unspecified),4%,-1.1%,3%,1%,12%,-4%,-1%,0%[46.1 µM]
CCc1cc(=O)oc2c(C)c(O)c(CN3CCCCC3)cc12,?,-6.0%,4%,-14%,?,?,?,6%[46.1 µM]
COc1ccc(NC2=C(C)C(=O)CC2)cc1,6%,1.9%,-5%,0%,4%,-2%,-4%,-12%[46.1 µM]
CCOC(=O)c1c(-c2ccccc2)nc2ccc(Cl)cn12,-5%,0.0%,-4%,-5%,-3%,-12%,0%,-15%[46.1 µM]
Oc1ccc(CN2CCC(Cc3ccccc3)CC2)c2cccnc12,-7%,?,-26%,1%,5%,-1%,-7%,-23%
Cc1noc(C)c1CN1C(=O)NC2(CCc3ccccc3C2)C1=O (stereo unspecified),-1%,0.6%,-3%,7%,2%,-4%,-5%,-27%[46.1 µM]
O=C(c1ccco1)N1CCN=C1SCc1ccccc1F,-5%,-1.0%,-10%,-1%,-14%,-9%,-7%,7%[46.1 µM]
COc1ccc(-c2cc(C(=O)Nc3c(C)nn(Cc4ccccc4Cl)c3C)no2)cc1OC,-4%,3.9%,-11%,9%,-10%,-6%,?,?
COc1ccc(Nc2nc(NCc3ccco3)nc(N)c2[N+](=O)[O-])cc1,-4%,1.1%,-14%,3%,6%,-3%,-5%,-8%
CC1Cc2cc(C3(O)C(=O)c4ccccc4C3=O)ccc2N1 (stereo unspecified),3%,-0.3%,-17%,?,-9%,-10%,2%,-27%[46.1 µM]
Cc1nnc(SCC(=O)NC2CC2)n1CCc1ccccc1,16%,-1.0%,4%,6%,4%,-12%,-4%,10%[46.1 µM]
CCOC(=O)CNC(=O)C(Cc1ccccc1)NC(=O)OCc1ccccc1 (stereo unspecified),1%,-5.3%,-1%,-10%,2%,9%,-1%,-5%

# Three compounds from above, arranged by heavy-atom count, rising:
SMILES,aGal spleen mod,Epigenetic derep,Tau fluor counter,GAA glycogen mod,ALDH1A1 inh,GAA spleen mod,GAA inh,NPSR antagonist
CCOC(=O)c1c(-c2ccccc2)nc2ccc(Cl)cn12,-5%,0.0%,-4%,-5%,-3%,-12%,0%,-15%[46.1 µM]
Cc1nnc(SCC(=O)NC2CC2)n1CCc1ccccc1,16%,-1.0%,4%,6%,4%,-12%,-4%,10%[46.1 µM]
CCOC(=O)CNC(=O)C(Cc1ccccc1)NC(=O)OCc1ccccc1 (stereo unspecified),1%,-5.3%,-1%,-10%,2%,9%,-1%,-5%

# An excerpt of these results, tab-delimited.
Structure	aGal spleen mod	Epigenetic derep	Tau fluor counter	GAA glycogen mod	ALDH1A1 inh	GAA spleen mod	GAA inh	NPSR antagonist
CCC(C(=O)Nc1cc(C(=O)O)ccc1C)c1ccccc1 (stereo unspecified)	-3%	-0.1%	1%	6%	9%	-2%	3%	-4%
COc1ccc(-c2cc(C(=O)Nc3c(C)nn(Cc4ccccc4Cl)c3C)no2)cc1OC	-4%	3.9%	-11%	9%	-10%	-6%	?	?

# These rows are one share of the data (hit frequency here may not be typical).
